ERa coact inh: blocks coactivator binding to human estrogen receptor alpha; inhibition, % at 25.6 µM; P03372; hit rate 1.7% among 86,000; TR-FRET ER-alpha LBD / SRC-1 peptide, estradiol-bound; in the data active = inhibition above about 50%;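 also: 0% = receptor plus peptide control and 100% = peptide only without receptor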
CD11b adhes enh: enhancers of human CD11b/CD18 binding to fibrinogen | P05107+P11215 | K562 CD11b/CD18 adhesion to fibrinogen, ATPlite luminescence | activation, % at 10 µM | hit rate 0.07% among 93,000 | AID 1499;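 active = 10 µM primary screen giving 50% or more activity, confirmed by 40% or more on retest at that dose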; also: strong numbers were not always called active
PLK1 PBD inh: blocks phosphopeptide binding to human Plk1 polo box domain; AID 693; inhibition, %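 (tested at about 20 µM)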; hit rate 0.13% among 97,000; P53350; Plk1 PBD phosphopeptide binding, fluorescence polarization; in the data active = inhibition above about 34%, passing the limit was not always enough
ERa coact pot: ER-alpha (human) coactivator binding potentiation. TR-FRET ERalpha-LBD/SRC-Cy5 coactivator binding, 2 h; 100 = basal binding, no effect. P03372. hit rate 1.3% among 86,000. coactivator binding (% of control), % at 25.6 µM; in the data active = activity above about 200%;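 also: binding measured in presence of low estradiol as agonist stimulus; 0% = peptide alone without receptor and 100% = receptor with peptide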
CD11b adhes inh: CD11b/CD18-fibrinogen binding inhibition; inhibition, % at 10 µM; K562 CD11b/CD18 adhesion to fibrinogen, ATPlite luminescence; Mn2+ added to activate the integrin; hit rate 0.54% among 93,000; AID 1497;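 active = primary inhibition of 50% or more at 10 µM, then 40% or more on retest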; also: some results filed as inactive read as strong as hits
Rev-RRE block: disrupts HIV-1 Rev binding to RRE RNA | Rev peptide-RRE RNA binding, FRET | inhibition, % at 8 µM | hit rate 0.79% among 97,000;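 active = inhibition above the screen-wide mean plus 3 SD, cut at about 35% in these data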;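 also: 0% = median DMSO wells and 100% = median Neomycin B control wells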
Target sequence (P05866 whole entry, looked up): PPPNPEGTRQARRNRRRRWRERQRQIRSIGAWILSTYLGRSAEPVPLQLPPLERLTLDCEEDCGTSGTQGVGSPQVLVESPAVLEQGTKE
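Test system – labelled RRE RNA duplex and labelled Rev peptide · Signal – fluorescein-to-Cy5 FRET, 480 nm excitation · Evaluation – % inhibition of FRET ratio versus controls · Benchmarks – DMSO low control, neomycin B high control · Incubation – 5 min RNA-compound premix plus 15 min binding step, 25 °C · Medium – HEPES pH 7.5 salt buffer with EDTA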
ERb coact inh: ER-beta (human) coactivator binding inhibition | Q92731 | TR-FRET ER-beta LBD / SRC1-Cy5 peptide binding; receptor agonist-loaded with 1 µM estradiol | inhibition, % at 25.6 µM | hit rate 1.3% among 86,000;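 active = compounds whose percent inhibition of the receptor-coactivator binding signal exceeds about 50% in the single-dose screen, limit read from the data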;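 also: 0% = receptor plus peptide wells without compound and 100% = peptide-only wells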
Target sequence (Q92731 whole entry, looked up, the tested form may be a part): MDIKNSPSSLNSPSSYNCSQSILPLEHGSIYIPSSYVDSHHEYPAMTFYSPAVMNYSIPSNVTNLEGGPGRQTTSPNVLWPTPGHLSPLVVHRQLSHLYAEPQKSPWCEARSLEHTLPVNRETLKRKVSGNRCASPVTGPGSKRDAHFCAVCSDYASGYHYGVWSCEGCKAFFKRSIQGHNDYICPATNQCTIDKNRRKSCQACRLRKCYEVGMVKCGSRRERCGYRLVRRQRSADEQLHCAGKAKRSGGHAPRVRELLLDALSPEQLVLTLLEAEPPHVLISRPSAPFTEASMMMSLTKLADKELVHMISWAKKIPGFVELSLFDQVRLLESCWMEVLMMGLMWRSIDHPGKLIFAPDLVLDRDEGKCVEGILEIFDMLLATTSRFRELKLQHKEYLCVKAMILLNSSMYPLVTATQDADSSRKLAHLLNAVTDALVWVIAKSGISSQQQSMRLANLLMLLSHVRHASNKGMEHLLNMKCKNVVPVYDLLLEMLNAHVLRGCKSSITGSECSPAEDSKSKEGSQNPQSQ
PLK1 inh: PLK1 (human) kinase inhibition; hit rate 0.53% among 97,000; recombinant PLK1 kinase, TR-FRET peptide phosphorylation; inhibition, % at 10 µM;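 active = inhibition of 50% or more in the single-concentration screen; inactive = inhibition below 50%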;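 also: 0% = DMSO max control and 100% = H-89 dihydrochloride min control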
FAK inh: blocks human focal adhesion kinase activity; inhibition, %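 (tested at 7 µM)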; hit rate 0.84% among 97,000; AID 727; biochemical FAK kinase activity assay; Q05397; in the data active = inhibition above about 19%;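 also: 0% = DMSO and 100% = reference compound high control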
The depositor's hits bear a star; nt = no result given; [ ] = remark or other dose.

1	OCCNc1nc(-c2cccnc2)nc2ccccc12
2	CC(N=C1NS(=O)(=O)c2ccccc21)C(=O)NCc1ccc2c(c1)OCO2 (stereo not drawn)
3	Cc1cc(C#N)c(C)n1-c1cc(S(=O)(=O)N2CCOCC2)ccc1N1CCCC1
4	COc1ccc(OC)c(-c2cc(C(=O)NCc3ccco3)no2)c1
5	O=C(Cn1c(=O)oc2cc(S(=O)(=O)NCc3ccccc3)ccc21)NCc1ccco1
6	Cn1c(=O)cc(OCCCC(=O)N2CCN(Cc3ccc4c(c3)OCO4)CC2)c2ccccc21
7	COc1ccc(S(=O)(=O)CCC(=O)Nc2ccc(OC)cc2OC)cc1
8	COc1ccc(NC(=O)c2cccnc2Nc2ccc(OC)cc2)cc1

screen / no.	1	2	3	4	5	6	7	8
ERa coact inh	15.7	-2.2	6.2	-7.2	3.2	5.8	-9.1	4.0
CD11b adhes enh	-0.7	-0.3	9.5	-1.1	0.9	-4.0	nt	-1.6
PLK1 PBD inh	5.1	5.1	-7.5	6.2	-0.7	-16.4	-2.7	0.3
ERa coact pot	121.8	105.4	76.5	97.8	112.2	108.3	94.9	96.6[fluorescence artefact?]
CD11b adhes inh	-0.2	-53.7	5.8	-0.7	-3.4	7.9	nt	0.1
Rev-RRE block	8.7	3.5	5.2	5.9	4.0	2.8	2.8	0.0
ERb coact inh	9.0[fluorescence artefact?]	8.0	-5.6	-2.4	-3.0	10.6	-7.9	8.2
PLK1 inh	4.9	0.4	-17.0	-11.6	-26.3	-14.9	-10.3	-5.5
FAK inh	15.9	-0.2	2.2	2.0	4.4	-2.4	2.1	-1.2

9	CCC(=O)Nc1c(C(=O)Nc2cccc(OC)c2)oc2ccccc12
10	O=c1c2ccccc2nc2n1C(CSCc1ccccc1)CS2 (stereo not drawn)
11	O=C(CSc1nc2ccccc2s1)N1CCN(C(=O)c2ccco2)CC1
12	CCn1c(SCC(=O)N2CCc3ccccc32)nc2c(c1=O)SC(C)C2 (stereo not drawn)
13	CC1CC(C)(C)CC2(C1)NC(=O)N(CC(=O)NCC(c1ccco1)N1CCCCC1)C2=O (stereo not drawn)
14	CC(C)c1ccc(Nc2nc(NCc3ccco3)nc(N3CCOCC3)n2)cc1
15	CC1CCN(S(=O)(=O)c2ccc(S(=O)(=O)NCC(=O)C(C)(C)C)cc2)CC1
16	Cc1ccccc1OC/C(O)=C(\C#N)c1nc2ccccc2[nH]1

screen / no.	9	10	11	12	13	14	15	16
ERa coact inh	-4.2	nt	5.8[fluorescence artefact?]	-8.0	-6.5	nt	nt	nt
CD11b adhes enh	nt	-4.7	2.0	-5.5	0.8	-0.9	-3.1	nt
PLK1 PBD inh	5.3	-29.4	-1.5	nt	-14.3	-13.2	0.0	11.4
ERa coact pot	96.5	nt	96.5	123.0	123.1	nt	nt	nt
CD11b adhes inh	nt	53.7	-21.8	-4.0	-19.0	13.8	1.8	nt
Rev-RRE block	7.1	4.8	0.8	nt	5.1	-2.0	5.9	12.8
ERb coact inh	3.6	nt	6.0[fluorescence artefact?]	2.6	5.6	nt	nt	nt
PLK1 inh	-5.6	-8.2	-9.8	nt	-1.5	-11.8	-4.7	-19.4
FAK inh	-2.4	7.0	3.2	nt	6.8	0.6	5.2	-1.3

17	COCCn1c(-c2ccsc2)nc2c1c(=O)[nH]c(=O)n2CC(C)C
18	C=CCn1c(SC/C=C/c2ccccc2)nnc1-c1sc(N)nc1C
19	CCOCCNC(=O)c1ccccc1C(=O)NCCOCC
20	CS(=O)(=O)N(CC(=O)NCCc1ccccc1)C1CCCCC1
21	COc1ccc(-c2noc(CN3CCN(c4ccccc4F)CC3)n2)cc1OC
22	O=C(CSc1nnc(Cc2cccs2)n1Cc1ccco1)Nc1ccc(Cl)cc1Cl
23	Nc1nc2ccc(N3CCOCC3)cc2s1
24	CCN(C(=O)COC(=O)c1cc(C)n(-c2ccc(F)cc2)c1C)C1CCS(=O)(=O)C1 (stereo not drawn)

screen / no.	17	18	19	20	21	22	23	24
ERa coact inh	nt	-14.6	1.3	-0.7[fluorescence artefact?]	-0.6	7.0[fluorescence artefact?]	-7.1[fluorescence artefact?]	-13.0[fluorescence artefact?]
CD11b adhes enh	-1.3	-2.0	-1.4	3.7	0.7	-1.0	-1.2	3.4
PLK1 PBD inh	8.9	-13.1	3.6	-24.6	9.4	31.6	-18.4	-17.9
ERa coact pot	nt	99.8	113.4	89.6	94.4	133.7	82.2[fluorescence artefact?]	104.0[fluorescence artefact?]
CD11b adhes inh	6.6	-1.2	-20.2	3.5	2.8	-0.4	-0.7	14.4
Rev-RRE block	6.9	6.8	5.3	7.4	11.5	5.6	-0.5	-2.6
ERb coact inh	nt	-9.7	-3.3	-2.5[fluorescence artefact?]	-1.7	0.8[fluorescence artefact?]	24.4[fluorescence artefact?]	1.5
PLK1 inh	-4.1	-6.9	-9.9	-0.9	-10.7	0.1	4.9	-10.3
FAK inh	-0.2	1.7	-2.0	-0.2	3.5	-2.6	-5.1	2.0

25	COC(=O)Cn1nc(-c2ccccc2)c2ccccc2c1=O
26	CCOc1ccc(-c2nn(-c3ccccc3)cc2/C=C2\SC(=S)N(C3CCS(=O)(=O)C3)C2=O)cc1 (stereo not drawn)
27	CC(=O)c1cccc(NC(=O)C2CCCC2)c1
28	Cc1ccc(NC(=O)C2CC(=O)OC23CCOC(C)(C)C3)cc1 (stereo not drawn)
29	O=C1C(Cl)=C(NCCc2ccccc2)C(=O)N1CCc1ccccc1

screen / no.	25	26	27	28	29
ERa coact inh	-1.3	0.5	-1.1	1.8[fluorescence artefact?]	2.7[fluorescence artefact?]
CD11b adhes enh	-5.9	102.1	1.9	-1.2	-5.7
PLK1 PBD inh	nt	-2.5	14.1	-4.5	9.8
ERa coact pot	116.9[fluorescence artefact?]	114.9	113.5	88.2	114.4
CD11b adhes inh	-9.7	-22.1	-17.8	11.1	6.0
Rev-RRE block	nt	12.2	8.1	11.6	8.6
ERb coact inh	-6.7	-2.9	2.8	19.2[fluorescence artefact?]	-1.8
PLK1 inh	nt	-13.2	3.5	-33.6	-9.2
FAK inh	nt	0.0	-2.6	0.7	-0.1

Filtered by structure: the compounds so far containing an aryl methoxy group.
4	COc1ccc(OC)c(-c2cc(C(=O)NCc3ccco3)no2)c1
7	COc1ccc(S(=O)(=O)CCC(=O)Nc2ccc(OC)cc2OC)cc1
8	COc1ccc(NC(=O)c2cccnc2Nc2ccc(OC)cc2)cc1
9	CCC(=O)Nc1c(C(=O)Nc2cccc(OC)c2)oc2ccccc12
21	COc1ccc(-c2noc(CN3CCN(c4ccccc4F)CC3)n2)cc1OC

screen / no.	4	7	8	9	21
ERa coact inh	-7.2	-9.1	4.0	-4.2	-0.6
CD11b adhes enh	-1.1	nt	-1.6	nt	0.7
PLK1 PBD inh	6.2	-2.7	0.3	5.3	9.4
ERa coact pot	97.8	94.9	96.6[fluorescence artefact?]	96.5	94.4
CD11b adhes inh	-0.7	nt	0.1	nt	2.8
Rev-RRE block	5.9	2.8	0.0	7.1	11.5
ERb coact inh	-2.4	-7.9	8.2	3.6	-1.7
PLK1 inh	-11.6	-10.3	-5.5	-5.6	-10.7
FAK inh	2.0	2.1	-1.2	-2.4	3.5

From PubChem
